# Screening results as filed in PubChem BioAssay.
# ALOX12 inh – blocks human arachidonate 12S-lipoxygenase | purified 12hLO, xylenol orange hydroperoxide absorbance | Potency, µM (doses to about 108 µM), for the others: top-dose activity change, negative = inhibition, hits mostly inhibitors | AID 1671190 | hit rate 1.1% among 580,000; also: potency is read from the fitted curve at half-maximal effect; % is scaled to controls: 0 for no effect and ±100 for the full control effect
#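 Purified human 12hLO at 150 nM in 25 mM Hepes, 0.01% Triton X-100, pH 7.0, preincubated 15 min at room temperature with compound. Reaction started with 40 uM arachidonic acid, 30 min at room temperature. Hydroperoxide measured by Fe-xylenol orange, 573/405 nm absorbance ratio.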
# Pol kappa inh – DNA polymerase kappa (human) inhibition | Q9UBT6 | hit rate 0.53% among 400,000 | Potency, µM (doses to about 107 µM), inactives show top-dose activity, negative = inhibition, hits mostly inhibitors | AID 588579 | purified Pol kappa, fluorescent DNA synthesis assay, 10 min; also: potency is read from the fitted curve at half-maximal effect; % is scaled to controls: 0 for no effect and ±100 for the full control effect
#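 Here, compound and 10 nM enzyme are combined for 15 min at room temperature; adding 50 nM substrate (final) starts DNA synthesis, tracked by fluorescence at 0 and 10 min against buffer-only wells.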
# RGS4 inh – human RGS4 inhibition; P49798; Transcreener GDP fluorescence polarization, RGS4-accelerated GTP hydrolysis; Potency, µM (top dose mostly 114 µM), inactives show at the top dose activity change, negative = inhibition, hits mostly inhibitors; hit rate 0.039% among 390,000; AID 504845; also: potency is read from the fitted curve at half-maximal effect; % is scaled to controls: 0 for no effect and ±100 for the full control effect; nearly all actives have a fitted effect of over 75% in size; some results filed as inactive show a strong effect at the top dose
# Target sequence (P49798 whole entry, looked up): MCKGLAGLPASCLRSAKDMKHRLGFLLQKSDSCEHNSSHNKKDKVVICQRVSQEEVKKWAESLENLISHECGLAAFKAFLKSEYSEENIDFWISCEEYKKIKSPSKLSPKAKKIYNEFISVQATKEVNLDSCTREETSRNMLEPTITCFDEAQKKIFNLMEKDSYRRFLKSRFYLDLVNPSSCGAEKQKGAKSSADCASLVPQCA
#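 MLSMR compounds (23 nl, pin-transferred) preincubated 10 min at room temperature with a 500nM (2x) first reagent, then RGS4 at 900nM (2x) plus Transcreener GDP mix added; fluorescence polarization (620/688 nm) read before and after 90 min at 30 °C.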
# Pol eta inh – inhibitors of human DNA polymerase eta; AID 588591; hit rate 1.2% among 390,000; recombinant Pol eta, fluorescent DNA replication assay; Potency, µM (titrated, usually from 114 µM), for inactives: top-dose activity change, negative = inhibition, hits mostly inhibitors; also: potency is read from the fitted curve at half-maximal effect; % is scaled to controls: 0 for no effect and ±100 for the full control effect
#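 Pol eta at 10 nM preincubated with compounds 15 min at room temperature; reaction started with fluorescent substrate (50 nM final) and read kinetically at 0 and 10 min.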
# LDHA inh – inhibitors of human lactate dehydrogenase A | P00338 | hit rate 0.15% among 480,000 | purified LDHA, NADH/diaphorase-resazurin fluorescence; hits give low values | activity change, % (values are at about 110 or 230 µM); in the data active = activity change below about -30%; inconclusive = mostly about -25% to -30%;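 also: plate controls were DMSO wells for no effect and wells without enzyme for full effect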
#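 Resorufin fluorescence (ex540/em590), read at 0 and 20 min after diaphorase/resazurin addition, reports the NADH left after a 5 min room-temperature reaction of 2 nM human LDH5 with 0.06 mM NADH and 0.2 mM pyruvate.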
# POLB inh – blocks human DNA polymerase beta activity. Potency, µM (doses to about 114 µM), without a hit: at the highest dose activity change, negative = inhibition, actives largely listed as inhibitors. P06746. Pol beta primer extension/strand displacement, fluorescence kinetic. hit rate 1.3% among 340,000; also: potency is read from the fitted curve at half-maximal effect; % is scaled to controls: 0 for no effect and ±100 for the full control effect
#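 Enzyme-only controls used 10 nM Pol beta; buffer lacking enzyme served as negative control. Compound preincubated 15 min, then 50 nM substrate added; 0 and 10 min reads at room temperature.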
# Anesthetic bind – candidate novel general anesthetic via apoferritin binding. AID 485281. hit rate 0.074% among 350,000. Potency, µM (titrated, usually from 77.5 µM), without a hit: at the highest dose activity change, negative = displacement, hits mostly inhibitors. apoferritin/1-aminoanthracene competitive binding, fluorescence. P02791; also: potency is read from the fitted curve at half-maximal effect; % is scaled to controls: 0 for no effect and ±100 for the full control effect; nearly all actives have a fitted effect of over 20% in size
# Target sequence (P02791 2-175 limits assumed): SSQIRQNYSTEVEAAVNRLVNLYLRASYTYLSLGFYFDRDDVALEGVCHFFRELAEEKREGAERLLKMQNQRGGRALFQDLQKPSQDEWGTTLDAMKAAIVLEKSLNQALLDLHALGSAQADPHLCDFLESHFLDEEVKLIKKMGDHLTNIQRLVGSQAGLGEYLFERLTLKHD
#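 In PBS, apoferritin at 10 uM is loaded with 1-AMA from a 50% saturated solution. After 10 min of compound exposure at ambient temperature, reduced 535 nm fluorescence indicates probe displacement.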
# ERG-DNA inh – inhibitors of human ERG Ets domain-DNA interaction; fluorescence polarization, His-ERG Ets domain / labelled DNA; Potency, µM (top dose mostly 76.9 µM), inactives show top-dose FP activity, negative = inhibition, actives largely listed as inhibitors; hit rate 0.028% among 370,000; P11308; active = well fitted inhibition curve with a large enough effect in the polarisation, with a control signal flat; inconclusive = small, poorly fitted or top-dose-only effect, or effect the other way, or a change in a side signal; inactive = no such curve, though single readings can be large or run the other way; the % refers to the polarisation;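 also: polarization taken with two DNA probes labelled with fluorescein and Texas red; potency is read from the fitted curve at half-maximal effect; % of control where 0% means no effect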
# Target sequence (P11308 whole entry, looked up, the tested form may be a part): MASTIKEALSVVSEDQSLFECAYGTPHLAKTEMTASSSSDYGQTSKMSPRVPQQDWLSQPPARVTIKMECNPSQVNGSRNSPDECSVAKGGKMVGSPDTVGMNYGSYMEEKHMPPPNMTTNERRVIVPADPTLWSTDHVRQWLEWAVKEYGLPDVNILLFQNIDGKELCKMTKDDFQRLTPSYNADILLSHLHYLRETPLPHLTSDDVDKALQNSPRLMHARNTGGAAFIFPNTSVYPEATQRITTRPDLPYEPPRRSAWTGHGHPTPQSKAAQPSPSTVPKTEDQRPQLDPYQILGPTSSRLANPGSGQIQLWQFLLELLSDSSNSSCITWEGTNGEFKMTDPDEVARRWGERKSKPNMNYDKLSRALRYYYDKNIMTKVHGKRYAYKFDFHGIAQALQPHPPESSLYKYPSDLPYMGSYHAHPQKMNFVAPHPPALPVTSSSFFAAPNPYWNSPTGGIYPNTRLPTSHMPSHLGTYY
#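 His-tagged ERG Ets domain (1 uM in the protein solution; 300mM KCl, 50mM Tris-HCl, 1mM EDTA, 1mM DTT, pH 7.5) received compound, then a probe mix of 5 nM fluorescein-DNA and 100nM Texas-615-DNA. Fluorescence polarization was read for both dyes.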
# APE1 inh – inhibitors of human APE1 endonuclease | P27695 | recombinant APE1, TAMRA/BHQ-2 abasic DNA cleavage fluorescence | Potency, µM (titrated, usually from 65.8 µM), inactives show top-dose activity change, negative = inhibition, hits mostly inhibitors | hit rate 0.35% among 350,000;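 also: potency is read from the fitted curve at half-maximal effect; plate controls were vehicle for no effect and reference inhibitor for full effect; nearly all actives have a fitted effect of over 55% in size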
#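 Endonuclease cleavage of a quenched abasic-site DNA duplex (50 nM) by APE1 (0.75 nM) was tracked by TAMRA dequenching. Compounds were preincubated with enzyme 15 min at room temperature; data normalized to buffer-only and DMSO wells plus NSC13755 control.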
# Starred values were filed as active, the others as inactive; ? = inconclusive; . = no result given; & = joins results of further samples; [ ] = another dose, or the depositor's remark. Unless noted, calls follow the shape of the dose curve; as a rule, active = well fitted curve in the direction sought with a large enough effect; inconclusive = small, poorly fitted or top-dose-only effect, or another doubt; inactive = no such curve, though single readings can be large; an effect the other way counts as inactive or inconclusive. The list is partial; the hit share may differ from the screen's.
SMILES,ALOX12 inh,Pol kappa inh,RGS4 inh,Pol eta inh,LDHA inh,POLB inh,Anesthetic bind,ERG-DNA inh,APE1 inh
O=[N+]([O-])c1ccc(Cl)c(NC(=S)N2CCCC2)c1,-29%,6%,1%,-11%,2,6%,-17%,2%,-9%
Cc1ccc(NC(=O)c2ccc(S(=O)(=O)N(C)c3ccccc3)cc2)cc1S(=O)(=O)N1CCOCC1,30%[activator],-7%,8%,-6%,3,.,.,-10%,.
COc1ccccc1NS(=O)(=O)c1ccc2[nH]c(=O)[nH]c2c1,0%,-5%,-32%,-5%,-1,0%,-5%,6%,49%[activator]
Cc1ccc(OCC(=O)N2c3ccccc3CC2C)c([N+](=O)[O-])n1 (stereo not given),-11%,-10%,10%,-7%,-3,0%,-22%,16%,0%
COc1ccc(NC2CCCN(C(=O)c3cn(C)c4ccccc34)C2)cc1 (stereo not given),-1%,6%,9%,-18%,2,26%,-11%,-1%,37%
CC(=O)Nc1ccc(NC(=O)c2nc(S(=O)(=O)Cc3cccc(C)c3)ncc2Cl)cc1,-9%,6%,-41%,-4%,-7,3%,-22%,-10%,50%
Cc1ccc(-c2nc(S(=O)(=O)c3ccc(C)cc3)c(SCC(=O)NCC3CCCO3)o2)cc1 (stereo not given),?,-6%,11%,?,-2,0%,3%,3%,19%
CCOC(=O)Cn1cnc2c(nnn2-c2cccc(Cl)c2)c1=O,0%,-3%,2%,-23%,0,6%,-14%,6%,25%
Cc1noc(NS(=O)(=O)c2ccc(NC(=O)CSc3nc4c(cc3C#N)CCCC4)cc2)c1C,-14%,7%,-12%,-12%,-2,6%,-11%,7%,10%
CCC1(c2ccccc2)NC(=O)N(CC(=O)NCc2ccccc2OC)C1=O (stereo not given),1%,0%,7%,-11%,-5,45%,-2%,1%,57%
CCNS(=O)(=O)c1ccc(C(=O)OCC(=O)N2CCCc3ccccc32)cc1,?,14%,-7%,-14%,-3,.,.,-4%,34%
CC(=O)O[C@H]1[C@H](O)[C@H](Oc2c(O)c(C)c3c4c2[C@@H](C)CC[C@@H]4[C@@H](C)C[C@H]3C=C(C)C)O[C@@H](C)[C@H]1O,.,-27%,-6%,-18%,4,.,.,-1%,-31%
Cc1ccc(-c2nnc(Nc3ccc(OCC(N)=O)cc3)c3ccccc23)cc1S(=O)(=O)N(C)C,-8%,-3%,1%,-20%,5,-11%,59%[activator],1%,.
CC(C)(c1ccccc1)c1ccc(OCC2CO2)cc1 (stereo not given),5%,-5%,6%,1%,-4,0%,-8%,-8%,?
Cc1cccc(C)c1NC(=O)COC(=O)C1CC(=O)N(Cc2ccccc2)C1 (stereo not given),3%,-22%,-7%,-7%,-5,2%,-8%,6%,-8%
Cc1ccccc1OCC(O)CNC1CCCC1 (stereo not given),17%,-6%,8%,11%,-5,3%,-6%,7%,-3%
CCOC(=O)C1C(=O)NC(N2CCCCC2)=NC1C(C)C (stereo not given),?,3%,-26%,-7%,-7,11%,-3%,1%,2%
CN(C(=O)COC(=O)C1CCN(S(=O)(=O)c2ccc(Cl)cc2)CC1)C1CCS(=O)(=O)C1 (stereo not given),-24%,-8%,-1%,-14%,-12,.,.,6%,11%
COc1cc(/C=C(\C#N)c2nc3ccccc3[nH]2)ccc1O,?,-20%,-35%,?,0&10,?,-19%,67%[activator],-18%
Fc1ccc(NC(=S)N2CCN(c3ncccn3)CC2)cc1,-8%,-9%,-11%,-21%,-6,-13%,-4%,-8%,-2%
CN1C(=O)N(CC(=O)Nc2ccc(C(F)(F)F)cc2)C(=O)C12CCCCC2,-8%,-4%,14%,-26%,-5,.,.,0%,-3%
Cc1ccccc1NC(=O)C(C)O/N=C/c1cccc([N+](=O)[O-])c1 (stereo not given),-23%,-8%,31%,9%,1,-9%,-23%,0%,5%
CCN(CC)C(=O)c1sc(NC(=O)c2ccc3c(c2)OCO3)c(C(N)=O)c1C,-5%,-15%,23%,3%,-2,17%,-8%,-12%,-9%
COc1ccc(C2CC(c3c(O)cc(C)oc3=O)=NCCS2)c(OC)c1 (stereo not given),109%[activator],1%,-34%,-7%,-1,2%,-19%,-14%,14%&-5%
O=c1c([N+](=O)[O-])c(N2CCCCC2)c2ccccc2n1-c1ccccc1,.,2%,-38%,-9%,-6,-13%,-10%,-7%,-1%

# Compound profiles, from the list above. Order of values: ALOX12 inh, Pol kappa inh, RGS4 inh, Pol eta inh, LDHA inh, POLB inh, Anesthetic bind, ERG-DNA inh, APE1 inh
# Record of Cc1ccc(-c2nnc(Nc3ccc(OCC(N)=O)cc3)c3ccccc23)cc1S(=O)(=O)N(C)C : -8%, -3%, 1%, -20%, 5, -11%, 59%[activator], 1%, .
# Record of CCOC(=O)Cn1cnc2c(nnn2-c2cccc(Cl)c2)c1=O : 0%, -3%, 2%, -23%, 0, 6%, -14%, 6%, 25%

# Other entries.
SMILES,ALOX12 inh,Pol kappa inh,RGS4 inh,Pol eta inh,LDHA inh,POLB inh,Anesthetic bind,ERG-DNA inh,APE1 inh
CCN1CCN(CCNC(=O)CS(=O)(=O)Cc2nc(-c3ccc(C)cc3)oc2C)CC1,-16%,-4%,-18%,-4%,0,14%,-5%,-8%,0%
Cc1ccnc(SCc2cc(=O)c(OC(=O)c3ccc(S(=O)(=O)N4CCCC4)cc3)co2)n1,-14%,-20%,-28%,-18%,0,0%,-15%,-8%,22%
O=S(=O)(c1ccc(SCc2ccc(Br)cc2)nc1)N1CCCCC1,-6%,0%,-14%,-1%,-6,.,.,29%,-5%
CCc1ccc(S(=O)(=O)NCc2cccn2Cc2cccc(C)c2)cc1,-36%,-7%[60.1 µM],-9%,-17%,-1,?,71%[activator],-1%,.
COc1ccc(-c2csc(-n3ncc(-c4ccccn4)c3N)n2)cc1,-5%,-7%,30%,-4%,-14,-4%,-1%,-4%,-2%
CC1CN(S(=O)(=O)c2cccc(C(=O)N(Cc3nnc(-c4ccccc4Cl)o3)C3CC3)c2)CC(C)O1 (stereo not given),15%,3%,-9%,-16%,-1,.,.,16%,26%
COc1ccc(S(=O)(=O)Nc2cc(Sc3ncn[nH]3)c(O)c3ccccc23)cc1,?,?,?,.,22,22µM*,-20%,.,?
CC(Cc1ccccc1)C(=O)NCc1nc2ccccc2s1 (stereo not given),-3%,-19%,22%,-8%,-7,-17%,1%,7%,0%
Cc1c(C(=O)N2CCCC2)oc2c1-c1nn(CC(=O)NCc3ccccc3F)cc1CC2,-22%,-11%,-18%,-9%,18,28%,-13%,-4%,.
COc1ccc(NC(=O)c2c(NCc3sccc3C)sc3c2CCCCC3)c(OC)c1,-1%,-16%[60.1 µM],?,-5%,14,11%,-14%,10%,.
O=C(/C=C/c1cccs1)N1CCOCC1,-17%,-2%,-26%,-12%,0,28%,-10%,-4%,-4%
COc1cc([N+](=O)[O-])ccc1NC(=O)CCS(=O)(=O)c1ccc2c(c1)n(C)c(=O)c(=O)n2C,3%,1%,-9%,-5%,2,?,-3%,-2%,-9%
Cc1ccc(N(C)C(=O)Cn2ncc3c([nH]c4ccccc43)c2=O)cc1C,-23%,-4%,4%,-8%,-7,4%,-11%,2%,.
O=C(CSc1nc2ccccc2[nH]1)N1c2ccccc2Sc2ccccc21,-13%,0%,-22%,-23%,1,1%,-4%,15%,?
Cc1cccc(OCC(=O)Nc2ccncc2)c1,6%,-14%,-3%,-20%,-5,.,.,10%,.
O=C(Nc1cccc(Cl)c1Cl)c1cc2nc(-c3ccc(Cl)cc3)cc(C(F)(F)F)n2n1,-8%,-2%,6%,-17%,-6,3%,-7%,9%,.
COC(=O)c1c(NC(=O)Cc2cccs2)sc(C(=O)NC2CCCCC2)c1C,7%,-4%,-10%,-12%,0,.,.,.,.
O=C(C1CCN(S(=O)(=O)c2cccs2)CC1)N1CCCCC1,68%[activator],-13%,17%,6%,-8,-10%,-9%,-5%,-2%
CC1=C(C(=O)OCC2CCCCC2)C(c2cccc(F)c2F)CC(=O)N1 (stereo not given),-13%,0%,-24%,-26%,-6,-1%,4%,-6%,.
CCN(CC)CCNc1cc(C)nc2c1C(=O)C(=O)C=C2N1CCCCC1,1%,-7%,9%,-7%,14,-2%,5%,-18%,0%
O=C(c1cccs1)N1CCN(c2cc(Cl)ccc2Cl)CC1,76%[activator],-10%,37%,-10%,-1,12%,-11%,-1%,-10%
Cc1ccc(C(=O)N2CCN(C(=O)c3ccccc3)C2c2ccc(N(C)C)cc2)cc1 (stereo not given),9%,-14%,4%,-11%,1,13%,3%,?,-1%
Nc1ncnc2c1ncn2[C@@H]1O[C@H](CNS(=O)(=O)c2ccc(-c3ccno3)s2)[C@@H](O)[C@H]1O,0%,-10%,18%,2%,-5,.,.,-3%,4%
S=c1[nH]c(-c2ccccc2)cn1/N=C/c1cccc2ccccc12,0%,1%,-21%,-19%,1,-2%,-12%,7%,-1%
O=C(c1ccccc1)N1CCN(CC#CC2(O)CCCCC2)CC1,20%,-16%,30%,-1%,-1,24%,-9%,.,1%
C[C@H](NC(=O)c1nc[nH]c1C(=O)NCC(=O)OCc1ccccc1)C(=O)OCc1ccccc1,2%,-21%,-32%,?,-10,32%,-13%,-2%,-20%
CCOC(=O)N/N=C/c1c(F)c(F)c(F)c(F)c1F,4%,-5%,-7%,-2%,-6,-2%,-3%,8%,-11%
